PGK inhibitor: T. brucei PGK inhibition. AID 602233. Potency, µM (doses to about 57.5 µM), without a hit: at the top dose activity change, negative = inhibition, hits mostly inhibitors. P07378. PGK/GAPDH coupled, Kinase-Glo luminescence, 60 min. 380,000 tested, 0.043% active; note: potency is the fitted concentration of half-maximal effect; % is set by controls: 0 for no effect and ±100 for the full control effect; nearly all actives have a fitted effect of over 60% in size
Target sequence (P07378 whole entry, looked up): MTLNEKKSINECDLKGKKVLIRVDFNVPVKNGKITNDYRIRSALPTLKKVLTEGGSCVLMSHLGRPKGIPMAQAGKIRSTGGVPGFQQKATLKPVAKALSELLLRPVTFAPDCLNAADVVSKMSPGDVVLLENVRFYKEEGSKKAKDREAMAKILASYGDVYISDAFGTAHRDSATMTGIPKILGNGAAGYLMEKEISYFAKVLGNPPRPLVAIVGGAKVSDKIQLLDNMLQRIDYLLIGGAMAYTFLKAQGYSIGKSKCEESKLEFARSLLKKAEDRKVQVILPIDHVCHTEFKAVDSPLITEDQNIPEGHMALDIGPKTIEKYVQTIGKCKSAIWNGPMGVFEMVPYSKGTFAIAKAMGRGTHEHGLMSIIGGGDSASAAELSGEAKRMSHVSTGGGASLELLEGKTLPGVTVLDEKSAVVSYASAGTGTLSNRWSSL
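Luminescent ATP detection (Kinase-Glo Plus) follows a 60-minute room-temperature incubation, with wells lacking PGK as controls. Buffer: 100 mM TEA (pH 7.6), 5 mM MgCl2, 0.01% Tween-20. Coupling enzyme GAPDH (100 nM final) supplies unstable 1,3-BPG in-well.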
HP1b chromo inh: inhibitors of HP1-beta chromodomain binding to methylated histone tails; P83916; AlphaScreen HP1-beta / biotin-H3K9me3 peptide binding; Potency, µM (highest dose often 114 µM), without a hit: top-dose activity change, negative = inhibition, usual class: inhibitors; 390,000 tested, 0.56% active; AID 540317; note: potency is the fitted concentration of half-maximal effect; nearly all actives have a fitted effect of over 70% in size; inactives centre near 23
Target sequence (P83916 whole entry, looked up): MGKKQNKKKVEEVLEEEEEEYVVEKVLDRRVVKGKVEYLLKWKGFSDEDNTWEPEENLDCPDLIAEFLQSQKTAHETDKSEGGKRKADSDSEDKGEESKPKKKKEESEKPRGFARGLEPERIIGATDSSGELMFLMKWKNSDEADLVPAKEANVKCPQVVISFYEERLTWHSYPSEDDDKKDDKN
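AlphaScreen: HP1-beta (50 nM) preformed 30 min with biotin-H3(1-18)K9me3 peptide (50 nM) in PBS pH 7.4, 0.01% Tween-20. Compound added for 30 min at RT, then streptavidin donor/nickel chelate acceptor beads (10 ug/mL) for 30 min.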
GLS inh: inhibitors of human glutaminase (GLS); O94925; GLS enzymatic activity, qHTS titration; Potency, µM (titrated, usually from 45.5 µM), for the others: at the highest dose activity change, negative = inhibition, actives largely listed as inhibitors; 410,000 tested, 0.21% active; note: potency is the fitted concentration of half-maximal effect; % is set by controls: 0 for no effect and ±100 for the full control effect
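Enzyme dispensed in phosphate buffer (45 mM, pH 8.2, 0.02% Tween-20), compounds pinned in, then 1 mM L-glutamine solution and the glutamate oxidase–HRP–Amplex Red mix added; fluorescence read immediately and again after 30 min at room temperature.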
POLH inh: blocks human DNA polymerase eta activity; Q9Y253; recombinant Pol eta, fluorescent DNA replication assay; Potency, µM (highest dose often 114 µM), without a hit: at the top dose activity change, negative = inhibition, actives largely listed as inhibitors; 390,000 tested, 1.2% active; note: potency is the fitted concentration of half-maximal effect; % is set by controls: 0 for no effect and ±100 for the full control effect
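Pol eta (10 nM) was preincubated with compounds for 15 min at room temperature, after which fluorescent replication substrate (50 nM final) was added to start the reaction. Fluorescence was read kinetically at 0 and 10 min.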
BAZ2B inh: inhibitors of human BAZ2B bromodomain | AID 504333 | 360,000 tested, 4.4% active | Potency, µM (highest dose often 114 µM), inactives show top-dose activity change, negative = inhibition, most hits filed as inhibitors | AlphaScreen BAZ2B-H3K14Ac peptide displacement; note: potency is the fitted concentration of half-maximal effect; % is set by controls: 0 for no effect and ±100 for the full control effect; nearly all actives have a fitted effect of over 60% in size
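AlphaScreen luminescence quantifies BAZ2B engagement of H3K14Ac peptide; the protein and biotinylated peptide are both at 50 nM final, buffer PBS pH 7.4 with 0.01% Tween-20, all steps at room temperature.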
Pin1 inhibitor: inhibitors of human Pin1 | Q13526 | Pin1 FP peptide displacement, HiFluor488, 10 min | Potency, µM (series often up to 115 µM), inactives show at the top dose activity, negative = inhibition, most hits filed as inhibitors | 390,000 tested, 0.009% active | AID 504891; active = well fitted inhibition curve with a large enough effect in the polarisation, with a control signal flat, not every such curve was filed as active; inconclusive = small, poorly fitted or top-dose-only effect, or effect the other way, or a change in a side signal; inactive = no such curve, though single readings can be large or run the other way; the % refers to the polarisation; note: potency is the fitted concentration of half-maximal effect; % is set by controls: 0 for no effect and ±100 for the full control effect
PI4K2A block: inhibitors of human PI4K2A | purified PI4K2A, ADP-Glo luminescence, 1 h; stronger effect = lower value | activity change, negative = inhibition, % at 76.9 µM | 420,000 tested, 0.13% active | AID 1346378; in the data active = activity change below about -50%; inconclusive = mostly about -30% to -49%;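 note: -100% = wells without enzyme as full effect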
Target sequence (Q9BTU6 whole entry, looked up): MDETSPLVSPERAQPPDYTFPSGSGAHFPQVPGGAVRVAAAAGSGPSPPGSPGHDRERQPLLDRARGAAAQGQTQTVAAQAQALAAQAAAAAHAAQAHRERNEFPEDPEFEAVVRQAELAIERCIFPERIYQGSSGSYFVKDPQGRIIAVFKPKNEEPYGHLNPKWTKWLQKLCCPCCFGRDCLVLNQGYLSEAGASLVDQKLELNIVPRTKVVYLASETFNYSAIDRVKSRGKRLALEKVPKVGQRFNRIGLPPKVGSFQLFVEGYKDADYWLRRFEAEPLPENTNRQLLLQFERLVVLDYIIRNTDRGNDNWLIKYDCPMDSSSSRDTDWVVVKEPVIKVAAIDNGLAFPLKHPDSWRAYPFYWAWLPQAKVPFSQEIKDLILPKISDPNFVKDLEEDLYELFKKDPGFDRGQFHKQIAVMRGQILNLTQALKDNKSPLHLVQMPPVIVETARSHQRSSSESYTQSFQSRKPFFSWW
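ADP-Glo luminescence measured ADP generated by PI4K2A enzyme (4 ug/mL before mixing) with 1.2 mM PI substrate (pre-mix) and 300 microM ATP (pre-mix). Tris pH7.5 buffer with MgCl2, Triton X-100; 1 h reaction at ambient temperature.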
JMJD2A Tudor inh: JMJD2A Tudor domain (human) inhibition; Potency, µM (series often up to 114 µM), for inactives: top-dose activity change, negative = inhibition, most hits filed as inhibitors; 390,000 tested, 4.4% active; O75164; AlphaScreen JMJD2A-Tudor / H3K4me3 peptide binding; note: potency is the fitted concentration of half-maximal effect; % is set by controls: 0 for no effect and ±100 for the full control effect; nearly all actives have a fitted effect of over 50% in size
G9a inh: G9a (human) methyltransferase inhibition | G9a H3K9 monomethylation, AlphaScreen, 2 h | Potency, µM (top dose mostly 102 µM), for the others: at the highest dose activity, negative = inhibition, most hits filed as inhibitors | 350,000 tested, 8.8% active; note: potency is the fitted concentration of half-maximal effect; % is set by controls: 0 for no effect and ±100 for the full control effect; nearly all actives have a fitted effect of over 75% in size
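Using a bead-based AlphaScreen, monomethylated H3K9 product from 2 h room-temperature reactions (G9a 20 nM, peptide 500 nM, SAM 20 uM) was detected with 0.5 ug/mL rabbit anti-H3K9me1 antibody.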
* = called active by the depositor; i = inactive; ? = inconclusive; nt = no result given; & = joins results of further samples; [ ] = remark or other dose. Unless noted, calls come from the whole dose curve; as a rule, active = well fitted curve in the direction sought with a large enough effect; inconclusive = small, poorly fitted or top-dose-only effect, or another doubt; inactive = no such curve, though single readings can be large; an effect the other way counts as inactive or inconclusive.

SMILES	PGK inhibitor	HP1b chromo inh	GLS inh	POLH inh	BAZ2B inh	Pin1 inhibitor	PI4K2A block	JMJD2A Tudor inh	G9a inh
CCOc1ccc2nc(SCC3CC3(Cl)Cl)[nH]c2c1 (centres undefined)	8%	31%	-4%	-14%	-19%	5%	1	3%	45µM*
CCN1CCN(CCNC(=O)c2ccc(/C=C3/Sc4ccccc4N(Cc4ccccc4C)C3=O)cc2)CC1	3%	-19%	1%	16%	?	11%	-6	-35%[11.4 µM]	?
O=C(Cc1ccccc1)Nc1cccc(C(=O)O)c1O	-1%	38%	9%	6%	6%	-6%	-6	-24%	-1%
COc1ccc(NC(=O)Cn2c(SCc3ccc(C)cc3)nc3cccnc32)cc1OC	-7%	22%	-7%	-20%	3%	4%	-10	-3%	-26%[59 µM]
CC(=O)N1CCc2cc3nc(C)cc(C)c3cc21	i	26%	-3%	-1%	-33%	3%	-7	-5%	-31%
CC(NC(=O)c1cc(Br)cs1)C1CCCO1 (centres undefined)	-8%	31%	-8%	-13%	10%	11%	-4	-6%	22%
Cc1ccc(S(=O)(=O)NCC(=O)N2CCCC2)cc1	-5%	6%	-1%	-9%	5%	3%	-8	3%	17%[12.7 µM]
Cc1cccn2c(=O)c3cc(C(=O)NCc4cccnc4)c(=N)n(CC4CCCO4)c3nc12 (centres undefined)	i	19%	-4%	?	3%	3%	0	-11%	-5%
COc1cc2[nH]c(C(=O)N3CCN(c4ccccc4F)CC3)cc2c(OC)c1OC	i	21%	1%	-21%	-17%	7%	4	-23%	?
O=C(NCc1ccccc1)Nc1cccn(Cc2cccc(F)c2)c1=O	3%	22%	-9%	-17%	8%	4%	-5	-3%	-9%
Cc1ccc(CNC(=O)c2ccc3c(c2)c(C)c(C)n3Cc2ccc(Cl)cc2)o1	-2%	29%	-14%	3%	-26%	26%	1	?	?
COc1ccc(CCNC(=O)CCS(=O)(=O)c2cc3c(cc2Cl)NC(=O)CO3)cc1OC	0%	46%[activator]	1%	-2%	-3%	-4%	-1	-8%	?
O=C(NC(=S)NCc1ccccc1)c1ccccc1[N+](=O)[O-]	2%	23%	9%	-6%	?	5%	3	-10%	23%[12.7 µM]
Cc1ccc(/C=N/OC(=O)c2c(C)noc2-c2snnc2C)cc1	-9%	33%	-1%	-13%	5%	3%	8	-34%	3%
C=C(C)c1cccc(C(C)(C)NC(=O)N(C)C2CCN(C)CC2)c1	-3%	28%	-3%	-11%	-2%	-3%	-7	12%[11.4 µM]	4%
CCN(CC)CCn1c2ccccc2c(=O)c2c(O)ccc(O)c21	-6%	40µM*	-10%	?	nt	?	-13	45µM*	nt
O=C(NCC(c1cccnc1)N1CCOCC1)c1ccc2c(c1)OCO2 (centres undefined)	-5%	39%[activator]	-2%	-14%	11%	-8%	0	-9%	9%[59 µM]
Cc1ccc(S(=O)(=O)n2nc(C)c(S(=O)(=O)N3CCOCC3)c2C)cc1	10%	48%[activator]	3%	-15%	?	9%	-1	?	35µM*
Cc1ccccc1Nc1nc(N)nc(CSc2nnc(-c3ccccc3)n2C)n1	-5%	10%	4%	-11%	5%	-1%	5	-14%	-26%
Cc1ccc(S(=O)(=O)Nc2c3ccccc3nc(=O)n2-c2ccccc2)cc1	-2%	16%	4%	9%	10%	7%	1	-13%	17%[59 µM]
O=C(Nc1ccccc1)C1=C[C@H](c2ccccc2)C[C@H](OCCCCO)O1	-13%	18%	-6%	-10%	nt	5%	-17	-18%	nt
COc1cc(C(=O)NCC(=O)OC(C)C(=O)Nc2ncc(Cl)cc2Cl)cc(OC)c1OC (centres undefined)	1%	24%	21%	-7%	nt	0%	4	-3%	2%
O=C(O)c1ccc(N/N=C/c2c(F)cccc2Cl)cc1	-12%	25%	12%	-20%	-27%	-14%	-8	-4%	-8%
Cc1ccc2cc3cc(C(=O)NCCCN4CCCC4=O)oc3nc2c1	i	21%	-3%	-1%	-8%	-5%	2	-12%	1%
CNC(=O)COC(=O)c1ccc([N+](=O)[O-])cc1Cl	-3%	25%	0%	-14%	15%	-1%	-4	2%	?
Cc1ccc(N(CC(=O)N/N=C/c2ccc(OC3CSC3)cc2)S(=O)(=O)c2ccccc2)c(C)c1	9%	-1%	7%	-11%	-29%	1%	3	-16%	11%[59 µM]
CC(=O)Nc1cc(C(=O)OC(C(=O)c2ccccc2)c2ccccc2)ccc1C (centres undefined)	-6%	16%	7%	-11%	-1%	15%	-4	-35%	-40%[59 µM]
COc1ccc(/C=N/NC(=O)c2ccc3c(c2)NC(=O)C(C)(C)O3)cc1OC	-3%	29%	0%	-19%	3%	1%	2	-15%	1%[59 µM]
CCOP(=O)(OCC)/C(=N/OC(=O)c1ccc(OC)cc1)C(N)=O	-8%	57%[activator]	-11%	-17%	-3%	-10%	8	-8%	?
COc1cc(/C=N/NC(=O)c2nc3ccccn3c2C)cc(OC)c1O	-2%	25%	?	-22%	-24%	-7%	1	-11%	16µM*
CSCCC(NC(=O)c1cccc(C)c1)C(=O)O (centres undefined)	11%	54%[activator]	2%	-4%	nt	-3%	2	2%	-10%
Cc1ccc(C)c(NC(=O)CN(C)C(=O)COc2ncnc3sccc23)c1	-9%	39%[activator]	-5%	-11%	2%	6%	3	2%	6%[59 µM]
COc1ccc2cc(S(=O)(=O)n3cnc(C)c3)ccc2c1	-8%	27%	6%	-22%	?	-8%	-2	-13%	nt
COc1ccc(CCNC(=O)c2ccc(Cn3c(SCc4ccccc4)nc4cccnc43)cc2)cc1	i	27%	-5%	-3%	3%	77%[activator]	-2	-16%	-30%[59 µM]
COC(=O)c1nn(-c2ccccc2)c(Cl)c1/C=N/O	-2%	42%[activator]	6%	-15%	-4%	2%	-1	-3%	1%
Cc1ccc(-c2nnc(CCC(=O)NCC3C4CC5CC(C4)CC3C5)o2)s1 (centres undefined)	i	21%	3%	2%	2%	-2%	-1	-15%	-2%

In the list so far, these have fluorine:
SMILES	PGK inhibitor	HP1b chromo inh	GLS inh	POLH inh	BAZ2B inh	Pin1 inhibitor	PI4K2A block	JMJD2A Tudor inh	G9a inh
COc1cc2[nH]c(C(=O)N3CCN(c4ccccc4F)CC3)cc2c(OC)c1OC	i	21%	1%	-21%	-17%	7%	4	-23%	?
O=C(NCc1ccccc1)Nc1cccn(Cc2cccc(F)c2)c1=O	3%	22%	-9%	-17%	8%	4%	-5	-3%	-9%
O=C(O)c1ccc(N/N=C/c2c(F)cccc2Cl)cc1	-12%	25%	12%	-20%	-27%	-14%	-8	-4%	-8%

Additional entries.
SMILES	PGK inhibitor	HP1b chromo inh	GLS inh	POLH inh	BAZ2B inh	Pin1 inhibitor	PI4K2A block	JMJD2A Tudor inh	G9a inh
CCOC(=O)c1c(C)[nH]c(C)c1S(=O)(=O)N1CCC(C(=O)NCc2ccccc2)CC1	-2%	-7%	-4%	-12%	-7%	4%	3	-20%	0%[59 µM]
O=C(Cn1cnc2cc([N+](=O)[O-])ccc2c1=O)NCCc1ccc(F)cc1	2%	32%	11%	-1%	-18%	-2%	-3	-24%	9%
NCCc1ccc(O)c(O)c1	-7%	14µM*	14%&72%	-1%	?	9%	-2&-5&-4	32µM*	8.9µM*
CCCc1n(CC(O)COCC2CC=CCC2)c2ccccc2[n+]1C (centres undefined)	i	-24%	-6%	-10%	?	-11%	-1	?	1%
CCOC(=O)/C=C1\CN(Cc2cc(OC)c(OC)c(OC)c2)S(=O)(=O)c2ccc(C(F)(F)F)cc21	-4%	23%	-4%	-14%	?	44%[activator]	-8	-30%	35µM*
O=C(Nc1ncccc1O)c1ccc(S(=O)(=O)N2CCCCCC2)cc1	-3%	13%	55%[activator]	2%	6%	-6%	-10	-27%	5%
Cc1nnc(NC(=O)CSc2nnc(-c3ccco3)n2C(C)C)s1	-4%	26%	-5%	-7%	-20%	5%	0	1%	18%
Cc1ccc(S(=O)(=O)Nc2ccccc2F)cc1C(=O)OC(C)C(=O)N1CCOCC1 (centres undefined)	-1%	9%	4%	-2%	-1%	7%	-1	-1%	8%[12.7 µM]
COC(=O)c1cccnc1NC(=S)NC1CCCCC1	-9%	38%	-3%	-6%	9%	10%	-2	-25%	14µM*
CC(C)Nc1nc(Cl)nc(NC2CCCCC2)n1	6%	43%[activator]	-2%	-18%	13%	10%	2	-2%	nt
CCCCCCn1nc(C(=O)N(CCOC)c2c(N)n(CCCC)c(=O)[nH]c2=O)c2ccccc2c1=O	-5%	54%[activator]	-4%	-12%	-27%	?	-9	7%	-39%[0.501 µM]
CCOC(=O)c1ccc(NC(=O)N2CCOc3ccccc32)cc1	-1%	40%[activator]	-8%	-12%	-17%	2%	3	-9%	7%[59 µM]
Cc1cc2cc3n(c2nn1)N=C(Cl)CC3	1%	nt	-3%	-2%	nt	nt	-8	nt	nt
C/C(=N\NS(=O)(=O)c1ccccc1)c1cccc(NC(=O)c2cccc(Cl)c2)c1	-7%	15%	6%	-19%	-2%	2%	-4	-22%	?
COc1ccc2c(c1)CCc1c(C(=O)N3CCCC3)noc1-2	-2%	15%	12%	-8%	-35%	5%	0	-5%	15%[2.33 µM]
CC(=O)Nc1ccc(NS(=O)(=O)c2ccc(-c3cnc(C4CC4)o3)cc2)cc1	-3%	54%[activator]	15%	-6%	-29%	0%	0	-18%	19%
O=C(COC(=O)/C=C/c1ccccc1[N+](=O)[O-])Nc1ccc(S(=O)(=O)N2CCOCC2)cc1	3%	17%	-7%	-27%	nt	-2%	-4	-21%	nt
Cc1cccc2nc(C(=O)Nc3cc(Cl)ccc3-n3cncn3)cn12	-8%	36%[activator]	5%	9%	1%	0%	-4	-15%	-40%[12.7 µM]

These rows are one share of the data; rates above refer to the full screens.
